Chronic BCR inh – blocks chronic active B-cell receptor signaling; hit rate 0.05% among 340,000; Potency, µM (doses to about 46.1 µM), without a hit: at the highest dose ratio change, negative = lower green/red ratio, most hits filed as inhibitors; ABC-DLBCL IkBa-CBG/CBR reporter, luminescence ratio, 4 h; AID 493014; active = well fitted inhibition curve with a large enough effect in the signal ratio, with a control signal flat, not every such curve was filed as active; inconclusive = small, poorly fitted or top-dose-only effect, or effect the other way, or a change in a side signal; the % refers to the signal ratio;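 note: potency is the fitted concentration of half-maximal effect; plate controls were basal doxycycline-induced cells for no effect and cells given 10 µM MG132 for full effect; MG132 reads +100%, hits lower the ratio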
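Doxycycline induced both beetle luciferases in TMD8 lymphoma cells; IKK-driven degradation limits the IkappaBalpha-fused green signal, while red luminescence normalises for cell number and nonspecific effects. Compounds tested up to 46 uM, 4 hrs.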
PKM2 act – increases activity of human pyruvate kinase M2; purified PKM2, Kinase-Glo ATP luminescence, activation; response scale: 0% is enzyme alone, no compound; Potency, µM (titrated, usually from 57.5 µM), for the others: at the top dose activation, most hits filed as activators; hit rate 0.34% among 260,000; AID 1631; note: potency is the fitted concentration of half-maximal effect; nearly all actives have a fitted effect of over 55% in size
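ATP formation by purified human PK-M2, quantified via coupled luciferase luminescence after 1 h at room temperature with 0.1 mM ADP and 0.5 mM PEP final.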
FBPA coupling cs – coupling enzyme interference in Giardia aldolase counter-screen. coupling enzyme system counterscreen, AmpLite Red fluorescence. activity change, negative = inhibition, % at 58.2 µM, hits read low. hit rate 0.67% among 290,000. AID 2472; in the data active = activity change below about -30%
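Compounds tested against the coupling enzymes alone at 57.5 uM final; readout was AmpLite Red fluorescence (525/598 nm) after 20 min at RT.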
Eya2 inh – inhibitors of human Eya2 phosphatase activity; Potency, µM (top dose mostly 76.9 µM), inactives show at the top dose activity, negative = inhibition, hits mostly inhibitors; recombinant Eya2, OMFP fluorescence dephosphorylation (OMFP is methylfluorescein phosphate); AID 488837; hit rate 0.006% among 330,000; note: potency is the fitted concentration of half-maximal effect
Target sequence (O00167 whole entry, looked up): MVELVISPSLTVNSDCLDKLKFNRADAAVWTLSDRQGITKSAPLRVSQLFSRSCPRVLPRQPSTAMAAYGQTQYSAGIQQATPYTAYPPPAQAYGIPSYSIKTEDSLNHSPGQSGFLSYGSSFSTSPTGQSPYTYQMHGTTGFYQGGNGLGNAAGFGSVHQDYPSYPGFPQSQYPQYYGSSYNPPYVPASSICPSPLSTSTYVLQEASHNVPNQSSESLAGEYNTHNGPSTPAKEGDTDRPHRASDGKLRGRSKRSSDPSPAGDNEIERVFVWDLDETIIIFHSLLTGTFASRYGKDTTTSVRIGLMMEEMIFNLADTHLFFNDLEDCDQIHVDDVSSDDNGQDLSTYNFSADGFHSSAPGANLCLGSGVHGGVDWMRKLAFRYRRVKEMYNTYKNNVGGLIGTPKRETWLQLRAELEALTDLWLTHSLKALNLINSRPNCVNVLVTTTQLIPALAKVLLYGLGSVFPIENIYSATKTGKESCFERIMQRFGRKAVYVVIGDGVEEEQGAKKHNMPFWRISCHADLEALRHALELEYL
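Eya2 protein (added as 0.2 uM solution) was preincubated with compound for 10 min at ambient temperature in 50 mM HEPES pH 7.5, 50 mM NaCl, 5 uM MgCl2, 0.05% BSA, 1 mM DTT. OMFP (added at 50 uM) then reacted 10 min; fluorescence read at 485/525 nm.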
GALK inh – blocks human galactokinase activity; P51570; Purified GALK, Kinase-Glo residual ATP luminescence; Potency, µM (doses to about 57.5 µM), inactives show at the highest dose activity change, negative = inhibition, usual class: inhibitors; hit rate 0.007% among 270,000; AID 1868; note: potency is the fitted concentration of half-maximal effect
Target sequence (P51570 whole entry, looked up): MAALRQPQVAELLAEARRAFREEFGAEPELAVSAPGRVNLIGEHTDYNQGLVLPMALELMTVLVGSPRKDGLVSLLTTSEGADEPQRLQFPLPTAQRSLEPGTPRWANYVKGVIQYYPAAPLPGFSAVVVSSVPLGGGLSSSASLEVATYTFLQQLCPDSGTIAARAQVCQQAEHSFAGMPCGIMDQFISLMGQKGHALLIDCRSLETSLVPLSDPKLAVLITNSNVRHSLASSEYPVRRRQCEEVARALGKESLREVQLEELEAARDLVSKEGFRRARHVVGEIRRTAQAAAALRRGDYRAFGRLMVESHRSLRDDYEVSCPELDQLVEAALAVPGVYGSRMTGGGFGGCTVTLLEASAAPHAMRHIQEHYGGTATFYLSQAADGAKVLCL
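5 nM enzyme, 35 uM ATP, 100 uM galactose, 20 mM HEPES pH8.0, 5 mM MgCl2; 1 h RT; residual ATP by Kinase-Glo Plus luminescence, qHTS format.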
uPA generation – inhibitors of cell surface uPA generation; cell surface uPA generation assay, qHTS; Potency, µM (highest dose often 38.3 µM), for the others: top-dose activity change, negative = inhibition, usual class: inhibitors; hit rate 0.31% among 330,000; AID 540303; active = well fitted inhibition curve with a large enough effect; inconclusive = small, poorly fitted or top-dose-only effect; inactive = no such curve, though single readings can be large or run the other way; tested in mouse RAW 264.7 cells; note: potency is the fitted concentration of half-maximal effect; nearly all actives have a fitted effect of over 55% in size
Giardia kill – Giardia lamblia killing; Giardia lamblia trophozoite viability; activity change, % at 7.66 µM, hits read low; hit rate 0.15% among 340,000; AID 540267; in the data active = activity change below about -80%; inconclusive = between about -30% and that limit;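 note: parasites exposed to compound for two days anaerobically before the ATP read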
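Killing of trophozoites was scored by loss of ATP luminescence after a 48 hrs anaerobic exposure to compounds at 37 deg C, using 100 cells per well.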
KCNH2 3.1 inh – KCNH2 3.1 (human) potassium channel inhibition; U2OS KCNH2 3.1, thallium flux FluxOr; hits give low values; activity change, % (tested at about 1.8 µM); hit rate 0.95% among 340,000; AID 720553;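 active = maximum activity change below -70%; inconclusive = maximum activity change from -70% to -50%; inactive = maximum activity change above -50%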;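 note: thallium influx rate constant from kinetic fluorescence after stimulation buffer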
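U2OS cells transduced with KCNH2 3.1 mutant virus (1.77 x 10^8 /mL, 4 h), plated overnight at 37 C, loaded 45 min with FluxOr dye plus Red40 quencher. Thallium flux rate constant from kinetic reads after stimulation buffer, normalised to controls.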
hERG WT inh – KCNH2 (human, wildtype) channel inhibition. U2OS, BacMam KCNH2, thallium flux FluxOr; hits give low values. activity change, % at 1.84 µM. hit rate 0.37% among 340,000;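 active = maximum activity change below -70%; inconclusive = maximum activity change between -70% and -50%; inactive = maximum activity change above -50%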
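U2OS cells transduced with wild-type KCNH2 virus are loaded with FluxOr dye for 45 min, and thallium flux is measured in kinetic reads before and after stimulation buffer. Rate constants are normalized to DMSO controls.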
B2AR arrestin – recruits beta-arrestin to the human beta2-adrenergic receptor | hit rate 0.02% among 330,000 | beta-arrestin recruitment to beta2AR, cell-based reporter | AID 492947 | Potency, µM (highest dose often 46.1 µM), for inactives: at the top dose activation, hits mostly activators | P07550;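 note: potency is the fitted concentration of half-maximal effect; 0% = DMSO controls and full agonism = EC100 isoproterenol or metaproterenol; nearly all actives have a fitted effect of over 65% in size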
USP2a block – USP2a (human) protease inhibition. O75604. USP2 core, Ub-CHOP2 coupled fluorogenic reporter, 485/531. Potency, µM (top dose mostly 38.3 µM), for the others: top-dose activity change, negative = inhibition, most hits filed as inhibitors. hit rate 0.01% among 330,000. AID 463254;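 note: potency is the fitted concentration of half-maximal effect; plate controls were DMSO wells for no effect and full inhibition by NEM control for full effect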
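Cell-free coupled assay: 10nM USP2 core preincubated 30min RT with compound in Tris-HCl pH 8.0/CaCl2/CHAPS buffer, then 25nM Ub-CHOP2 and 25nM reporter substrate; fluorescence (Ex 485/Em 531) read after 60min RT, normalized to NEM inhibition, concentration-response curves fitted.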
An asterisk follows results filed as active; ? = inconclusive; . = not tested or not shown; [ ] = remark or other dose. Unless noted, calls come from the whole dose curve; as a rule, active = well fitted curve in the direction sought with a large enough effect; inconclusive = small, poorly fitted or top-dose-only effect, or another doubt; inactive = no such curve, though single readings can be large; an effect the other way counts as inactive or inconclusive. Unless noted, % is set by controls: 0 for no effect and ±100 for the full control effect.

SMILES	Chronic BCR inh	PKM2 act	FBPA coupling cs	Eya2 inh	GALK inh	uPA generation	Giardia kill	KCNH2 3.1 inh	hERG WT inh	B2AR arrestin	USP2a block
CC1CN(C(=O)COC(=O)c2cc(Cl)ccc2Cl)CC(C)O1 (configuration not stated)	-9.8%	-11.3%	0.4	7.1%	1.4%	-0.6%	-5.1	23.0	2.9	-0.2%	0.5%
COc1cccc(CNC(=O)N2CCN(c3ccccc3C)CC2)c1	-23.2%	2.1%	-0.1	2.5%	-0.6%	3.7%	3.4	-5.8	3.8	0.5%	-0.3%
CCN(CC(=O)Nc1ccc(NC(C)=O)cc1)Cc1c(O)ccc2cc(Br)ccc12	1.0%	10.4%	-0.9	3.9%	13.5%	-1.5%	-12.5	21.5	-2.6	-0.9%	-1.9%
CCn1c(SCC(=O)Nc2cc(C)on2)nc2c([nH]c3ccccc32)c1=O	?	.	.	5.9%	-8.9%	-2.0%	22.5	.	6.3	-0.3%	4.3%
O=c1[nH]n(Cc2ccccc2)c2ccccc12	-0.9%	3.8%	2.1	-6.4%	-0.3%	3.5%	-11.9	-22.4	11.0	-0.5%	-1.7%
COc1ccc(C2C(C#N)=C(SCC(=O)Nc3ccc(C)cc3)NC3=C2C(=O)CC(C)(C)C3)cc1 (configuration not stated)	0.7%	1.8%	-1.7	-6.5%	-1.6%	4.6%	-20.6	0.3	-3.4	0.2%	-10.9%
O=C(NCC(=O)N1CCN(c2ccccn2)CC1)c1ccc(Br)o1	2.3%	-1.7%	.	3.8%	-8.9%	0.2%	-2.9	8.0	19.1	-0.3%	-1.2%
NS(=O)(=O)c1ccc(CCNC(=O)CNS(=O)(=O)c2cccc(Br)c2)cc1	?	-0.5%	0.2	-7.3%	1.3%	-1.4%	-8.5	6.7	-1.7	-0.5%	-6.3%
CC(C)Cc1nc(SCC(=O)N2CCCCC2)c2c(=O)n(C)c(=O)n(C)c2n1	-0.2%	-2.9%	.	-2.5%	2.2%	-4.0%	40.7[activator]	-1.6	0.0	0.1%	0.2%
O=C(CSc1ccccn1)C12CC3CC(CC(C3)C1)C2	?	-5.4%	11.8	-13.1%	-1.8%	-1.6%	-7.8	-0.6	-4.0	-0.2%	-5.5%
COc1ccc(CN(C)C(=O)CCN2C(=O)c3ccccc3C2=O)c(OC)c1OC	?	.	0.9	-13.1%	1.5%	0.8%	-3.6	-16.8	-14.8	0.4%	1.3%
Cc1nn(-c2ccccc2)c2sc(C(=O)NNC(=O)COc3cccc4ccccc34)cc12	-1.0%	-4.9%	-3.7	-5.3%	-1.5%	.	-24.7	9.3	-7.5	0.2%	0.5%
C/C(=N\NC(=S)NC1CCCCC1)c1cccc(C(F)(F)F)c1	5.1%	7.4%	2.2	7.0%	-1.4%	-9.4%	13.1	-6.2	6.8	-0.1%	12.1%
CCOc1ccc(NC(=O)c2cccc3c2C(=O)N(Cc2cccnc2)C3)cc1	1.0%	6.4%	-17.8	1.1%	2.2%	-1.5%	-0.7	-4.7	24.6	0.1%	-0.7%
CC(=O)c1ccc(S(=O)(=O)N2CCN(C(=O)c3ccc(-n4nc(C)c(Cl)c4C)cc3)CC2)cc1	-2.5%	.	.	-3.6%	.	7.8%	8.2	-0.7	-0.9	-0.2%	1.8%
O=S(=O)(N/N=C\c1ccc2c(c1)OCO2)c1ccc(Cl)cc1	-7.6%	3.2%	0.6	-29.8%	2.3%	.	-1.1	-8.4	5.0	0.4%	1.7%
Cc1ccc(S(=O)(=O)c2c(C)nn(-c3ccccc3)c2OC(=O)c2ccco2)cc1	3.3%	-1.8%	12.2	-5.6%	-1.1%	3.3%	-14.2	3.7	-4.3	-0.9%	-0.1%
Cc1ccc(NS(=O)(=O)c2cc(NC(=O)c3ccc4c(c3)NC(=O)CS4)ccc2Cl)c(C)c1	-9.5%	-4.6%	-3.0	5.0%	0.4%	-29.5%	-6.9	3.6	-0.1	-0.2%	2.3%
CN(C)/C=C(\C#N)C(=O)N/N=C(\CC(=O)C(F)(F)F)c1ccco1	?	-0.5%	1.3	4.1%	-2.2%	-4.4%	-1.0	5.2	26.7	-0.1%	1.7%
COC(=O)c1cc(S(=O)(=O)N(C)c2ccc(C)c(C)c2)c[nH]1	?	.	.	1.0%	1.0%	12.1%	17.6	15.3	-3.2	0.0%	3.0%
Cc1ccc(OCC(=O)N/N=C/c2ccco2)cc1	25.0%	-21.6%	-8.3	8.3%	1.4%	-10.9%	-11.8	2.7	7.2	-0.2%	-0.9%
O=C(Nc1ccccc1)Nc1nc(-c2ccc(F)c(F)c2)cs1	?	.	-0.2	2.9%	1.4%	-1.1%	9.8	-2.9	-5.0	-0.9%	5.1%
COc1ccc2c(c1)C(NC(C)=O)C(=O)N2C (configuration not stated)	1.3%	1.3%	-0.7	-11.4%	0.9%	2.3%	-9.1	5.4	-0.2	-1.1%	1.5%
COc1ccc(NC(=O)c2ccc(Cl)nc2)cc1S(=O)(=O)N1CCCCC1	?	0.8%	2.4	-7.0%	7.2%	-7.8%	-10.8	-21.0	1.4	-0.9%	2.1%
COc1ccc(CN(C(=S)Nc2ccccc2)C2CC(=O)N(c3ccc(F)cc3)C2=O)cc1 (configuration not stated)	-0.1%	2.6%	6.8	10.6%	-0.4%	-5.5%	0.3	17.6	0.1	7.0%	-10.9%
O=C(c1ccc([N+](=O)[O-])cc1)N(Cc1ccc(Cl)cc1)N1C(=O)CCCC1=O	2.2%	-1.8%	-1.6	-3.6%	3.6%	-0.5%	-7.7	-37.6	?	-0.6%	?
Cc1nn(CCCC(=O)NC(C)c2ccccc2)c(=O)c2nn(-c3ccccc3)c(C)c12 (configuration not stated)	2.8%	.	4.0	-19.4%	6.8%	-2.3%	19.2	5.9	0.0	0.4%	-0.3%
COC(CNC(=O)c1ccc2c(=O)n(Cc3ccc(Cl)cc3)c(=S)[nH]c2c1)OC	-1.6%	.	2.2	18.3%	.	0.4%	19.4	4.3	-4.3	0.0%	0.8%
COc1cc(NC(=O)CSc2nccc(=O)[nH]2)c(C)cc1[N+](=O)[O-]	-4.7%	2.7%	12.0	4.5%	-3.0%	-1.3%	6.6	-1.0	-3.0	0.5%	1.3%
COc1cc(C2C(C#N)=C(N)N(c3cccnc3)C3=C2C(=O)CCC3)ccc1O (configuration not stated)	-9.7%	1.9%	-2.9	18.3%	1.4%	4.4%	-6.5	8.7	1.8	0.2%	5.0%
COc1ccc2c(c1)C1=C(CC2)C(c2ccc(C)cc2)NC(=S)N1 (configuration not stated)	5.3%	1.2%	-3.1	7.1%	-0.6%	9.1%	10.1	-1.7	0.3	0.1%	-17.4%
Cc1ccc(NC(=O)CN(C)C(=O)COC(=O)c2nccnc2N)cc1	-4.7%	.	.	-0.4%	.	-10.6%	9.2	4.7	-15.6	-0.2%	2.7%
CC1CCN(S(=O)(=O)c2ccc(C(=O)Nc3nnc(-c4ccccn4)o3)cc2)CC1	4.0%	0.5%	-0.5	1.8%	-0.6%	-3.4%	-8.3	-5.1	9.9	0.1%	-7.3%
COC(=O)[C@H](CO)NS(=O)(=O)c1ccc(C)cc1	-1.1%	.	.	-4.1%	.	11.2%	5.5	.	3.4	0.0%	-3.1%
CC(C(=O)O)c1n[nH]c(=O)c2ccccc12 (configuration not stated)	?	-2.6%	1.1	5.8%	-1.0%	.	-1.8	7.3	-15.5	-0.6%	0.2%
CCOC(=O)c1c(N=CN(C)C)c(C#N)c2n1CCCC2	-2.0%	16.6%	1.0	3.0%	0.3%	-4.8%	8.4	-2.4	0.4	-0.4%	0.7%
CCOC(=O)c1cccc(NC(=O)CCS(=O)(=O)c2ccc(Br)s2)c1	-26.0%	-0.1%	0.6	-6.0%	1.5%	3.7%	15.5	-6.1	10.6	-0.2%	3.5%
O=C(c1ccccc1)[C@@H]1[C@@H](C(=O)c2ccc(F)cc2)[C@@]2(C(=O)Nc3ccccc32)[C@H]2c3ccccc3C=CN12	?	-2.9%	-30.9*	-3.5%	2.5%	1.1%	-0.6	7.6	-4.1	0.4%	0.4%
O=C(CN1CCN(CN2C(=O)NC3(CCCCCC3)C2=O)CC1)Nc1ccc(F)cc1	-0.3%	.	.	-3.6%	.	-3.2%	-11.6	-15.0	4.8	0.1%	-5.6%
O=C(O)/C=C/C(=O)N1CCN(c2cccc(Cl)c2)CC1	-0.8%	4.5%	3.4	5.2%	1.7%	11.4%	27.4	-3.4	11.6	-0.2%	-0.1%
Cc1cc(C)c(S(=O)(=O)N2CCCC2)c(C)c1	0.5%	-1.3%[11.5 µM]	-6.0	-8.9%	5.1%	0.8%	-16.0	0.0	1.9	-0.6%	0.3%

Screening data from PubChem BioAssay.
